High-throughput results: PubChem, several laboratories
LRH-1 inv ag: LRH-1 (NR5A2) inverse agonists, primary screen, cell-based, luminescence, HEK293T, StAR-luciferase reporter; Nuclear receptor subfamily 5 group A member 2 (Homo sapiens), O00482; LRH-1 transfected, 24 h; inhibition, % at 3.6 µM; 360,000 compounds, 0.13% hits; AID 602396, 2012;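 active = inhibition above the mean inhibition of all tested compounds plus 3 SD, cut at about 73% in these data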;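 note: 0% = DMSO wells and 100% = reporter-only cells lacking LRH-1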
TROY signal inh: inhibitors of TROY-driven NF-kB signaling, primary screen, Q293 LMP1-TROYcd cells, NF-kB luciferase, uHTS | Q293 LMP1-TROYcd NF-kB luciferase reporter, 4 h | inhibition, % at 10 µM | 360,000 compounds, 0.98% hits;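 active = compounds whose plate-normalised and pattern-corrected inhibition of the luciferase reporter signal at the single screening dose is 50% or more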
TWEAK-Fn14 inh: inhibitors of TWEAK-Fn14 signaling, primary screen, luciferase reporter cells, uHTS. TWEAK-stimulated Fn14 reporter cells, luciferase luminescence, 8 h. inhibition, % at 10 µM. 360,000 compounds, 2% hits. AID 1159606, 2016; in the data active = inhibition above about 50%
ABHD5 PLIN5 PPI: ABHD5-PLIN5 interaction inhibitors, primary screen, cell lysate, split luciferase complementation, luminescence. Perilipin-5 (Homo sapiens) + 1-acylglycerol-3-phosphate O-acyltransferase ABHD5 (Homo …. Split G. princeps luciferase complementation, 4 h. inhibition, % at 4 µM. 360,000 compounds, 0.78% hits. AID 602281, 2012;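 active = inhibition above the mean inhibition across every tested compound plus 3 SD, cut at about 22% in these data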;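 note: 0% = DMSO only wells and the 100% control is not disclosed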
NOD2 RIPK2 PPI: NOD2-RIPK2 binding disruptors in cells, primary screen, fluorescence, CHO cells, BLA complementation; CCF4 ratio; inhibition, % at 4.98 µM; 360,000 compounds, 0.38% hits; in the data active = inhibition above about 21%;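 note: 0% = vehicle only and 100% = reference blocker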
NR2F2 inh: NR2F2 transcriptional activity inhibitors, primary screen, cell-based, luciferase reporter, HEK293T, luminescence; HEK293T NGFI-A luciferase reporter; 370,000 compounds, 0.7% hits; COUP transcription factor 2 (Homo sapiens), P24468; inhibition, % at 8.6 µM;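 active = inhibition above a per-plate cutoff, mean inhibition of test wells between control levels plus 3 SD, cut at about 38% in these data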;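 note: cells cotransfected with COUP-TFII expression vector driving the NGFI-A reporter; 0% = median of COUP-TF2 test wells and 100% = reporter-only cells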
SRC3 inh: SRC3 coactivator transcriptional activity inhibitors, primary screen, cell-based, luminescence. Nuclear receptor coactivator 3 (Homo sapiens), Q9Y6Q9. HEK293 GAL4-SRC3 luciferase reporter. inhibition, % at 3.6 µM. 360,000 compounds, 0.17% hits. AID 588352, 2011;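 active = inhibition above a per-campaign cutoff, the mean of all compounds plus 3 SD, cut at about 60% in these data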;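 note: 0% = DMSO-treated cells and 100% = gossypol-treated cells at 36 µM; higher means less SRC3-driven luciferase light from the GAL4 reporter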
Target sequence (Q9Y6Q9 whole entry, looked up, the tested form may be a part): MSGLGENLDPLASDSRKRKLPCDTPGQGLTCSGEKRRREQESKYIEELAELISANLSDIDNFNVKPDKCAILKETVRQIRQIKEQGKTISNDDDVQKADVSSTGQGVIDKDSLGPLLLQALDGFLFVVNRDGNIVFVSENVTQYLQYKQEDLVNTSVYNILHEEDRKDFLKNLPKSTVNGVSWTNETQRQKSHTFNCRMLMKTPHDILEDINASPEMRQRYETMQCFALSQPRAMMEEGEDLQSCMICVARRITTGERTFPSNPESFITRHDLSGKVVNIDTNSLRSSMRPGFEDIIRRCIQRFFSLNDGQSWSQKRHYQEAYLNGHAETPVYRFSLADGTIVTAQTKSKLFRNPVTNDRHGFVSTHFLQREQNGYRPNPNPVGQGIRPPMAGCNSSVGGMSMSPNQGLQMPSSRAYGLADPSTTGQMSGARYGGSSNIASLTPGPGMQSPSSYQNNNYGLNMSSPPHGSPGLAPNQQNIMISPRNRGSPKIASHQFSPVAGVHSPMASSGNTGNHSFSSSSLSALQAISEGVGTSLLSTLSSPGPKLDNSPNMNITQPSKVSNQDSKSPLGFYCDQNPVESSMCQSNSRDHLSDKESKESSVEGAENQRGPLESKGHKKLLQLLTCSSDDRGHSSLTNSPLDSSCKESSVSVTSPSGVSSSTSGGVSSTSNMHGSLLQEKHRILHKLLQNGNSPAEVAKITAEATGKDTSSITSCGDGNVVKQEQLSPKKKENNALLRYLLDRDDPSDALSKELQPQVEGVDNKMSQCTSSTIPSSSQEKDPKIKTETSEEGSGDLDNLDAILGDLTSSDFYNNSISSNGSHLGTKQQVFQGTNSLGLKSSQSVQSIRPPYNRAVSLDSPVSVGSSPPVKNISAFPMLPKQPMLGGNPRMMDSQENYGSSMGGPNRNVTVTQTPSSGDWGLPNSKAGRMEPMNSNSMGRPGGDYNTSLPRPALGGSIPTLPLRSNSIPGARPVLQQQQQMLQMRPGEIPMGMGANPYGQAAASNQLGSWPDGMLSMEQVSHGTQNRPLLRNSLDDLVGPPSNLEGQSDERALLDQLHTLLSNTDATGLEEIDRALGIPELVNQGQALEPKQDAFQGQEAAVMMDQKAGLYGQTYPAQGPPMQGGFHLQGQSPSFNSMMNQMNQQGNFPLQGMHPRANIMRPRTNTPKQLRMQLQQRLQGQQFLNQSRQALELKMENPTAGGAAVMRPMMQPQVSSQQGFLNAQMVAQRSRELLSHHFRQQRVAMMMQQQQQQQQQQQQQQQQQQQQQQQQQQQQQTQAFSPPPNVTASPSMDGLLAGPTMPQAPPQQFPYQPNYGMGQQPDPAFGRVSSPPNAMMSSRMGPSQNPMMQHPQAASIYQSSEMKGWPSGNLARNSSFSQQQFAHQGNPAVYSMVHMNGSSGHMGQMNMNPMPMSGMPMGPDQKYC
SRC2 inh: inhibition of GAL4-SRC2 driven luciferase reporter, primary screen, SRC2 inhibitor project, cell-based, luminescence | HEK293 GAL4-SRC2 luciferase reporter | inhibition, % at 9 µM | 370,000 compounds, 0.17% hits;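 active = inhibition above the mean inhibition of all tested compounds plus 3 SD, set per campaign, cut at about 52% in these data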;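 note: 0% = DMSO treated cells and 100% = cells given Gossypol at 36 µM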
NCOA1 inh: SRC1 coactivator transcriptional activity inhibitors, primary screen, cell-based, luminescence; Nuclear receptor coactivator 1 (Homo sapiens), Q15788; HEK293 GAL4-SRC1 luciferase reporter; inhibition, % at 3.6 µM; 360,000 compounds, 0.12% hits; AID 588354, 2011;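 active = inhibition above the campaign mean plus 3 SD, with each screening campaign given its own cutoff, cut at about 60% in these data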;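 note: 0% = DMSO treated cells and 100% = gossypol at 36 µM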
TLR9-MyD88 block: inhibitors of TLR9-MyD88 association in cells, primary screen, cell-based, CHO, BLA complementation, fluorescence; 340,000 compounds, 0.21% hits; CCF4 FRET ratio; Toll-like receptor 9 (Homo sapiens) + Myeloid differentiation primary response protein …; AID 504734, 2011; inhibition, % at 4.98 µM;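 active = inhibition above the mean over all tested compounds plus 3 SD, cut at about 21% in these data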;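 note: 0% = DMSO only wells and 100% = clavulanate BLA inhibitor control wells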
Exocytosis inh: LAMP-1 surface exposure blockers, TALL-104 cells – cell-based, flow cytometry, MLPCN library, primary screen; TALL-104 LAMP-1 surface exposure; cells stimulated with thapsigargin and PMA; inhibition, % at 10 µM; 360,000 compounds, 0.66% hits;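 active = inhibition above about 55%, limit read from the data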
* = called active by the depositor; . = no result given.

no.	SMILES	LRH-1 inv ag	TROY signal inh	TWEAK-Fn14 inh	ABHD5 PLIN5 PPI	NOD2 RIPK2 PPI	NR2F2 inh
1	CCOc1cccc(N(C(=O)c2ccco2)C(C(=O)NC2CCCC2)c2cccnc2)c1 (stereo not given)	10	8	-10	0	-5	-9
2	CC(=O)Nc1ccc2c(c1)CN(c1cc(C)ccc1C)CO2	0	19	-2	8	3	7
3	COc1ccccc1CN(C)C(=O)c1cc(-c2cc(OC)c(OC)c(OC)c2)nc2ccccc12	12	-7	27	2	-105	-15
4	CCC(=O)Nc1ccc(N2CCCCC2)c(C(=O)Nc2ccccc2C)c1	10	10	1	-1	-1	-10
5	CCC(=O)NCCc1nc(-c2ccccc2)no1	-31	-8	0	6	-3	-11
6	CCC1NC(=O)c2cc3ccccc3cc2-n2c1nc1ccc(F)cc1c2=O (stereo not given)	1	-10	-1	-1	10	7
7	COc1ccccc1N1CCN(C2CCCN(C(=O)CCC(=O)N(C)C)C2)CC1 (stereo not given)	7	1	-22	-3	-4	2
8	Cc1ccnc(OC(C(=O)O)C(OCCc2ccccc2)(c2ccccc2)c2ccccc2)n1 (stereo not given)	14	19	12	-12	-2	-4
9	O=C(N/N=C/c1ccccc1O)c1ccc2c(c1)OCO2	-89	1	-11	2	2	-42
10	COc1ccccc1NC(=O)N(O)C1(C#N)CCCCC1	-5	-12	-10	0	1	8

no.	SRC3 inh	SRC2 inh	NCOA1 inh	TLR9-MyD88 block	Exocytosis inh
1	-41	27	4	-3	8
2	6	25	-16	3	-12
3	19	29	6	2	1
4	-11	8	-34	11	-6
5	-2	-10	-51	-1	-6
6	-21	12	3	-3	-4
7	7	10	5	-2	0
8	8	-5	3	-7	5
9	-50	0	-38	-3	1
10	-8	-29	3	0	-5

Further compounds follow:
no.	SMILES	LRH-1 inv ag	TROY signal inh	TWEAK-Fn14 inh	ABHD5 PLIN5 PPI	NOD2 RIPK2 PPI	NR2F2 inh
11	CC(C)[C@H](NC(=O)c1ccccc1F)C(=O)NC1CCCCCCC1	6	0	8	4	2	-2
12	CSCC[C@H](NC(=O)[C@@H]1CSC2c3ccccc3C(=O)N21)C(=O)NC1CCCC1 (stereo not given in full)	-9	-2	-15	-11	-10	-34
13	COc1ccc(-c2nn(-c3ccccc3)cc2C(N)=O)cc1OC	7	-6	-8	2	0	-8
14	COCC(C)n1c(C)cc(C(=O)COC(=O)CNC(=O)c2ccccc2)c1C (stereo not given)	-5	22	-2	-7	9	-5
15	CCn1c(SCC(=O)Nc2sc3c(c2C(N)=O)CCC(C)C3)nnc1-c1ccco1 (stereo not given)	19	15	2	-1	-7	1
16	C[C@H](NC(=O)c1nc[nH]c1C(=O)NCCCCCNC(=O)OC(C)(C)C)C(=O)OC(C)(C)C	29	15	15	-4	0	12
17	O=C(Nc1ccccn1)c1ccc2ccccc2n1	-91	-21	10	-3	-3	-40
18	CC(C)=CC(=O)N1CCC(N2CCC(C(=O)N3CCOCC3)CC2)CC1	-6	3	1	-1	-2	-17
19	CCN(CC)c1ccc2c(Cl)c(Br)c(=O)oc2c1	17	43	85*	6	95*	.
20	COc1ccc(C)cc1N(C(=O)c1snc(C(N)=O)c1N)C(C(=O)NC1CCCC1)c1ccc(F)cc1 (stereo not given)	-15	-1	52	0	-6	-20

no.	SRC3 inh	SRC2 inh	NCOA1 inh	TLR9-MyD88 block	Exocytosis inh
11	-11	-15	12	4	2
12	3	11	3	-1	-5
13	6	-65	10	1	-6
14	9	1	-5	1	24
15	-2	6	0	6	-2
16	11	3	2	-2	-2
17	-114	-77	-117	1	2
18	8	-6	-1	0	-1
19	7	.	-3	92*	1
20	-10	-50	-31	-3	40

(cont.)
no.	SMILES	LRH-1 inv ag	TROY signal inh	TWEAK-Fn14 inh	ABHD5 PLIN5 PPI	NOD2 RIPK2 PPI	NR2F2 inh
21	CCCn1cc(SCC(=O)NCc2ccco2)c2ccccc21	6	-28	-5	-9	-7	-9
22	COc1ccc(NC(=O)c2cccs2)cn1	-26	-29	2	1	-14	4
23	CCOc1cccc2sc(N(CCCN(C)C)C(=O)c3ccc(S(=O)(=O)N4CCc5ccccc5C4)cc3)nc12	6	-38	-8	19	12	-9
24	O=C(NC1CCCCC1)C(c1ccccc1)N(C(=O)c1csnn1)C1CCCC1 (stereo not given)	-7	-4	2	-5	-2	3
25	CCN(CC)c1ccc(/C=N/Nc2nc(C)cc(=O)[nH]2)cc1	7	8	3	-4	-2	-14
26	O=C(COc1ccc(-c2ccccc2)cc1)N/N=C/c1ccccc1Br	-10	-3	17	-1	-2	-8
27	C=CCn1c(SCC(=O)NCc2ccco2)nc2sc(C)c(C)c2c1=O	6	6	3	-2	1	-1
28	COc1ccc(CNC(=O)C(C)N2CCN(S(=O)(=O)c3ccccc3F)CC2)cc1 (stereo not given)	-8	14	5	-2	-5	-2
29	COC(=O)c1ccc(NC(=O)CN2C(=O)CCC2=O)cc1	26	11	-14	-2	-4	-8
30	O=[N+]([O-])c1ccccc1S(=O)(=O)N1CCN(C2CCCC2)CC1	18	-4	-9	-4	-1	3

no.	SRC3 inh	SRC2 inh	NCOA1 inh	TLR9-MyD88 block	Exocytosis inh
21	-24	-5	4	-3	0
22	-3	-36	-2	1	-3
23	25	-34	8	4	38
24	-6	-13	3	-5	10
25	2	21	-21	-10	-1
26	15	-3	-9	-1	-1
27	0	12	-15	-1	0
28	-11	-6	-7	-10	2
29	7	1	-20	-1	-1
30	18	6	-2	-6	-3

(list continues)
no.	SMILES	LRH-1 inv ag	TROY signal inh	TWEAK-Fn14 inh	ABHD5 PLIN5 PPI	NOD2 RIPK2 PPI	NR2F2 inh
31	Cc1cc(C)cc(OCC(=O)NN2Cc3ccccc3C2=N)c1	-2	-12	-20	-2	4	-4
32	CCCCN1CC(N2CCN(C(=O)c3ccco3)CC2)CS1(=O)=O (stereo not given)	-5	-2	-9	-7	-10	10
33	COc1cc(NC(=S)NC2CC(C)(C)NC(C)(C)C2)cc(OC)c1	0	-4	-5	6	-11	-11
34	COc1ccc(CN(C)C(=O)c2[nH]c(C)c(C(C)=O)c2C)cc1F	14	-1	5	0	2	-8
35	CCOC(=O)N1CCC(NC(=O)CC2C(=O)NCCN2Cc2cccc(F)c2F)CC1 (stereo not given)	12	-2	7	-9	-9	-21
36	Cc1sc2nc(CSCC(=O)Nc3c(F)cccc3F)[nH]c(=O)c2c1C	5	-9	-19	-10	-5	1
37	COC(=O)C1SCC2C(=O)N(Cc3ccc(Cl)cc3)CC(=O)N21 (stereo not given)	10	21	-11	-2	-13	2
38	O=C(N[C@H]1CCCCNC1=O)c1cc(COc2ccc(F)cc2F)on1	0	-16	-24	-7	-7	-5
39	CN(Cc1ccccc1)C(=O)Cn1nnc(-c2ccccc2)c1COc1ccc2ccccc2c1	7	20	23	5	-7	25
40	COC(=O)c1cn(C(=O)c2ccccc2Cl)c2ccccc12	15	-7	-53	0	-18	-26

no.	SRC3 inh	SRC2 inh	NCOA1 inh	TLR9-MyD88 block	Exocytosis inh
31	-1	27	-10	0	-1
32	2	-12	9	.	2
33	3	13	-2	-12	3
34	-6	-10	-2	-3	0
35	9	-2	-14	-4	3
36	7	-4	-7	-2	-22
37	1	12	-8	1	-4
38	-17	-43	-25	7	0
39	-16	4	-10	.	7
40	-20	-34	-50	3	6

Compounds 1 to 8, quoted:
no.	SMILES	LRH-1 inv ag	TROY signal inh	TWEAK-Fn14 inh	ABHD5 PLIN5 PPI	NOD2 RIPK2 PPI	NR2F2 inh
1	CCOc1cccc(N(C(=O)c2ccco2)C(C(=O)NC2CCCC2)c2cccnc2)c1 (stereo not given)	10	8	-10	0	-5	-9
2	CC(=O)Nc1ccc2c(c1)CN(c1cc(C)ccc1C)CO2	0	19	-2	8	3	7
3	COc1ccccc1CN(C)C(=O)c1cc(-c2cc(OC)c(OC)c(OC)c2)nc2ccccc12	12	-7	27	2	-105	-15
4	CCC(=O)Nc1ccc(N2CCCCC2)c(C(=O)Nc2ccccc2C)c1	10	10	1	-1	-1	-10
5	CCC(=O)NCCc1nc(-c2ccccc2)no1	-31	-8	0	6	-3	-11
6	CCC1NC(=O)c2cc3ccccc3cc2-n2c1nc1ccc(F)cc1c2=O (stereo not given)	1	-10	-1	-1	10	7
7	COc1ccccc1N1CCN(C2CCCN(C(=O)CCC(=O)N(C)C)C2)CC1 (stereo not given)	7	1	-22	-3	-4	2
8	Cc1ccnc(OC(C(=O)O)C(OCCc2ccccc2)(c2ccccc2)c2ccccc2)n1 (stereo not given)	14	19	12	-12	-2	-4

no.	SRC3 inh	SRC2 inh	NCOA1 inh	TLR9-MyD88 block	Exocytosis inh
1	-41	27	4	-3	8
2	6	25	-16	3	-12
3	19	29	6	2	1
4	-11	8	-34	11	-6
5	-2	-10	-51	-1	-6
6	-21	12	3	-3	-4
7	7	10	5	-2	0
8	8	-5	3	-7	5

Carrying on.
no.	SMILES	LRH-1 inv ag	TROY signal inh	TWEAK-Fn14 inh	ABHD5 PLIN5 PPI	NOD2 RIPK2 PPI	NR2F2 inh
41	CCOc1ccc(C(=O)C(C)OC(=O)c2nc(Cl)ccc2Cl)cc1 (stereo not given)	-6	-4	-8	-2	-5	5
42	N#Cc1ccc(Oc2ccc(S(=O)(=O)N3CCCCC3)cn2)cc1	-9	-17	0	-10	-6	.
43	CCOc1ccc(S(=O)(=O)/N=C(/Nc2ccc(OC)cc2)c2ccccc2)cc1	-24	-23	-10	3	-9	3
44	CC(=O)Nc1ccccc1NC(=O)C/C(C)=N/NC(=O)C(=O)N1CCCCC1	10	10	-6	-13	-3	1
45	O=C(Nc1ccccc1)C1Cc2c(-c3ccccc3Oc3ccccc3)ccnc2O1 (stereo not given)	-5	15	-8	-4	-1	10
46	CCCc1nc(SCC(=O)c2ccc3c(c2)NC(=O)CO3)[nH]c(=O)c1CC	-20	-4	5	3	-10	0
47	O=C(COC(=O)Cc1ccccc1[N+](=O)[O-])NCC1CCCCC1	20	5	-4	-3	-5	2
48	COc1ccccc1NC(=O)N1CCC(C(=O)c2ccc(F)cc2)CC1	-2	-4	9	0	-2	18

no.	SRC3 inh	SRC2 inh	NCOA1 inh	TLR9-MyD88 block	Exocytosis inh
41	-1	-15	-26	-1	24
42	4	.	-9	-1	-15
43	17	4	-72	-4	13
44	-3	-5	-21	6	0
45	-5	9	-13	.	-5
46	3	-29	-3	-3	-2
47	11	21	14	10	0
48	1	-4	-4	7	-4

Only part of the results is shown. The share of hits here may be higher or lower than overall.
